From PubChem
TWEAK-Fn14 inh – inhibitors of TWEAK-Fn14 interaction signaling; inhibition, % at 10 µM; TWEAK-stimulated Fn14 reporter cells, luciferase luminescence, 8 h; actives 2% (n = 360,000); in the data active = inhibition above about 50%
KKLEB cytotox – CF airway cell cytotoxicity counter-screen | KKLEB CF airway cells viability, ATPlite luminescence, overnight; hits give low values; cells stimulated with P. aeruginosa culture filtrate | activity change (cytotoxicity), % at 5 µM | actives 0.36% (n = 360,000) | AID 602141;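 active = corrected activity change at or below -50% at 5 µM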
MITF TRPM1 inh – MITF TRPM1 promoter inhibition in SK-MEL-5 cells; SK-MEL-5 TRPM1 promoter luciferase, 24 h; inhibition, % at 12.5 µM; actives 0.83% (n = 330,000);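 active = mean inhibition across replicates of 60% or more, whatever share of single replicates reaches that level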; also: values of inactives mirror those of a sister screen read the other way
Shn3 3UTR inh – inhibitors of Schnurri-3 3'UTR reporter in osteoblasts. Clone20 osteoblast Shn3 3'UTR firefly luciferase, 24 h. inhibition, % at 12.5 µM. actives 0.52% (n = 360,000). AID 588674;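 active = mean inhibition of at least 75% with every replicate also reaching 75%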;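 also: 0% = median of neutral control wells and 100% = pilot-screen positive control compound; some compounds past the cut are filed as inactive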
Peg3 prom inh – Peg3 promoter activity inhibition; HeLa PEG-Prom luciferase reporter, luminescence, overnight; inhibition, % at 20 µM; actives 1.7% (n = 360,000);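 active = inhibition of at least 50% at 20 µM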
aDG glyco up – increases alpha dystroglycan glycosylation; Pro5-aDG cells, alpha-DG glycosylation AlphaScreen (IIH6); 0% Pro5, 100% B10-LARGE cell signal; activation, % at 10 µM; actives 0.22% (n = 360,000); AID 624168;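 active = activation of at least 8% versus controls, or a plate z-score of at least 8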;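 also: Pro5 are CHO cells carrying HIG-tagged alpha-DG that lacks glycosylation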
HIF-2a inh – HIF-2a inhibition. 786-0 RCC cells HIF-2a reporter, luciferase luminescence, overnight. inhibition, % at 18.8 µM. actives 0.72% (n = 360,000). AID 624352;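 active = inhibition of the luminescence signal of 40% or more relative to plate controls, in a single-dose primary screen at 18.75 µM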
CF NFkB block – inhibitors of cystic fibrosis induced NF-kB | KKLEB NF-kB-GFP reporter, PAF-induced, GFP fluorescence overnight | AID 588850 | actives 0.86% (n = 360,000) | inhibition, % at 5 µM;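 active = at least 50% inhibition at 5 µM, scaled per plate between neutral and stimulator controls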;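 also: PAF is a Pseudomonas aeruginosa culture filtrate used as stimulus; plate controls were PAF-stimulated DMSO wells for no effect and unstimulated DMSO wells for full effect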
NR2E3 ag-1 – human photoreceptor-specific nuclear receptor agonism; CHO-S Gal4-NCOR/VP16-NR2E3 two-hybrid, luciferase; actives 0.35% (n = 360,000); AID 602229; Q9Y5X4; inhibition of corepressor binding, % at 3.98 µM;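 active = inhibition above the mean of all tested compounds plus 3 SD, cut at about 70% in these data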;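 also: 0% = DMSO with NR2E3 transfected cells and 100% = cells lacking NR2E3 construct; higher means lower luciferase signal from less NR2E3 corepressor binding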
Target sequence (Q9Y5X4 whole entry, looked up, the tested form may be a part): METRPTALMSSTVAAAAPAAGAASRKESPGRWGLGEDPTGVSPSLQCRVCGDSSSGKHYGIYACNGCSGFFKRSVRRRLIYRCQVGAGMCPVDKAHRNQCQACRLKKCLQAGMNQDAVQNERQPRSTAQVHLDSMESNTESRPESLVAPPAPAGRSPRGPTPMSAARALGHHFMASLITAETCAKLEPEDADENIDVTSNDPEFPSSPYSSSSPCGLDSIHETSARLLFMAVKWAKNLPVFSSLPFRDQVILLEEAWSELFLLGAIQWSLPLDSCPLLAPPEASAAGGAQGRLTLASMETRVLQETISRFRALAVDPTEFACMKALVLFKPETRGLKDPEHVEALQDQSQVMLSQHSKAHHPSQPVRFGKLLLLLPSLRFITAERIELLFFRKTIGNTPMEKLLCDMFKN
hiPSC survival – enhancers of human iPSC single-cell survival; hiPSC single-cell survival, ATPlite luminescence; 100% = ROCK inhibitor wells, 0% = DMSO; survival enhancement, % at 20 µM; actives 0.044% (n = 360,000); AID 602274; in the data active = survival enhancement above about 18%;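 also: cells exposed to compounds for 16 hours before the ATP read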
NR2E3 ag-2 – NR2E3 (human) agonism; AID 2300; GST-NR2E3/biotin-RetCOR TR-FRET, 1536-well; actives 0.12% (n = 320,000); inhibition of corepressor binding, % at 4.78 µM;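 active = percent inhibition above the cutoff of mean plus 3 SD of all tested compounds, set per screening campaign, cut at about 20% in these data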;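 also: 0% = DMSO wells and 100% = biotin wells as full block of FRET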
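Test system – NR2E3–RetCOR corepressor complex · Quantity – NR2E3 fusion 1.35 nM · Buffer or medium – Tris pH 7.5 · Incubation – Compound–protein incubation for 5 h at 4 °C · Technique – TR-FRET, Eu(K)-anti-GST donor, streptavidin-D2 acceptor, ex 340, em 617/671 nm · Evaluation – percent inhibition of 671/617 nm emission ratio versus biotin and DMSO controls · Plate – 1536-well format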
An asterisk follows results filed as active; x = no result given.

Below each compound: HIF-2a inh	Shn3 3UTR inh	Peg3 prom inh	hiPSC survival	MITF TRPM1 inh	NR2E3 ag-2	TWEAK-Fn14 inh	aDG glyco up	KKLEB cytotox	NR2E3 ag-1	CF NFkB block
Clc1ccc(Cn2cc(/C=N/n3cnnc3)c3ccccc32)cc1
 : 29	79	42	-1.0	13	1	24	1.2	-3	18	-4
CC(NC(=S)Nc1ccc(OC(F)F)cc1)c1ccc(F)cc1 (stereo not drawn)
 : 16	-24	17	-1.3	2	2	-10	0.7	-2	-9	31
CNc1cncc(-c2cc(OC)ccc2OC)n1
 : 8	1	8	4.1	x	x	0	0.1	-3	5	5
Cc1nnc(SCC(=O)Nc2sc3c(c2C#N)CCCC3)[nH]c1=O
 : -6	12	-8	0.9	-4	2	3	-0.3	8	-11	5
CN(C)Cc1ccccc1Sc1ccc(O)cc1O
 : 5	12	11	1.4	5	6	-10	0.0	-3	8	2
CCOC(=O)c1cnc2c(OC)cccc2c1Oc1ccccc1
 : -2	9	-17	-0.5	5	-2	4	0.2	4	-14	16
CCCc1c(-c2ccc(F)cc2F)ncn1Cc1ccccc1OC
 : -3	x	x	0.3	x	x	-14	-0.1	x	4	x
CC(C)c1ccc(NC(=S)N2CCN(S(=O)(=O)c3ccccc3)CC2)cc1
 : -1	-22	29	-0.2	9	3	21	0.1	1	14	-2
CCOc1ccc(CCN2C(=S)N([C@@H](CC(C)C)CN3CCC[C@@H]3CN3C(=S)NC[C@@H]3CC(C)C)C[C@@H]2CC(C)C)cc1
 : -3	-10	-9	-1.1	x	x	-3	0.4	2	9	28
Cc1ccc(C)c(C(C)NC(=O)CC#N)c1 (stereo not drawn)
 : 9	-3	14	0.7	10	2	-9	0.5	-10	-8	1
S=C1NC2=C(CCC/C2=C\c2ccccc2)C(c2ccccc2)N1 (stereo not drawn)
 : 10	-17	2	0.5	10	-1	11	0.1	14	-10	-2
CCCCN(C)CCNC(=O)CN1C(=O)CSc2ccc(S(=O)(=O)N3CCCC3)cc21
 : 6	-3	-3	-0.5	-10	2	-10	0.0	8	2	-19
O=C(NNc1nc(=O)c2cccnc2s1)c1ccccc1O
 : -70	15	-20	0.6	16	0	-40	5.0	6	6	1
CCCc1cc2c(=O)c(-c3nc4ccccc4s3)c(COCC(=O)O)oc2cc1O
 : -176	-76	-195	-0.3	-11	x	1	-0.3	7	-121	1
CC1CN(C(=O)Nc2ccccc2)c2ccccc2-[n+]2ccsc21 (stereo not drawn)
 : 15	14	-11	-1.1	2	-4	15	-0.1	24	-14	3
COc1ccc(N2C(=O)CC(N3CCCC4CCCCC43)C2=O)cc1 (stereo not drawn)
 : 3	-15	10	4.6	7	0	13	-0.1	-3	4	8
Cc1cc(C)c2c(NC(=S)NC(=O)c3ccccc3)nn(C)c2n1
 : 11	-11	9	-0.2	12	-2	-1	0.1	3	-46	5
COc1cccc(-c2nc(CS(=O)(=O)CC(=O)NCCCN3CCc4ccccc4C3)c(C)o2)c1
 : 2	-30	0	0.1	-7	-2	3	-0.4	3	10	1
O=C(Nc1ncccc1Cl)c1ccc2c(c1)OCCO2
 : -215	-75	-234	-0.5	-82	4	-14	0.0	8	-107	5
c1ccc(C2=Nn3c(nnc3-c3ccncc3)SC2)cc1
 : 10	-4	10	-2.7	-16	-1	44	0.3	-7	-7	48
COC(=O)[C@H]1C[C@H](OC(=O)NCc2ccc(OC)c(OC)c2)[C@@]2(O)CN(S(=O)(=O)c3ccc(C)cc3)CC2[C@H]1C(=O)OC (stereo partly drawn)
 : 2	-37	11	1.4	x	x	-25	-0.1	-7	-5	4
COc1ccccc1/C=N/NC(=O)c1csc(C)c1C
 : -147	-40	-94	-2.6	-14	0	-37	-0.1	-2	-61	12
O=C(CCn1nnc2ccccc2c1=O)N[C@@H](Cc1ccccc1)C(=O)O
 : 10	-16	7	-1.0	5	-1	-1	0.0	5	-12	-1
Cc1cc(C)cc(C(=O)NC(CC(N)=O)c2ccc(NC3CCCCC3)c([N+](=O)[O-])c2)c1 (stereo not drawn)
 : 3	6	7	-2.1	-5	0	-22	-0.3	-4	-22	5
FC(F)C(F)(F)Oc1cccc(Nc2nccn3c(-c4cccc5cccnc45)cnc23)c1
 : -32	12	-31	5.1	x	x	9	-0.3	5	-1	-24
C=CCn1c(C)cc(C(=O)COC(=O)C2CC(=O)N(Cc3ccccc3)C2)c1C (stereo not drawn)
 : -4	3	-9	0.2	7	2	17	-0.3	3	-20	8
CCCCn1c(N)c(N(Cc2ccccc2OC)C(=O)C(C)Oc2ccc(F)cc2)c(=O)[nH]c1=O (stereo not drawn)
 : 0	1	-4	0.1	-3	0	7	-0.1	3	-3	-12
COc1ccc(C2/C(=C(/O)c3ccc(C)cc3)C(=O)C(=O)N2CC2CCCO2)cc1OC (stereo not drawn)
 : 10	1	-5	3.8	-1	1	-3	-0.2	-2	20	4
Cc1ccc2c(c1)NC(=O)C(CC(=O)NCCCN1CCCC1=O)O2 (stereo not drawn)
 : 9	-3	6	-0.5	-2	-3	1	0.0	-1	-19	26
COc1ccc(/C=C/C(=O)c2ccc[nH]2)c(OC)c1OC
 : -163	-66	-168	-2.5	-28	-1	3	-0.1	-8	-58	18
COCc1nc(-c2ccc(-c3ccccc3)nc2OC)no1
 : -235	-87	-232	3.6	-75	3	-35	0.2	-2	-96	5
COc1ccc(C(=O)c2coc3c2C(=O)C(=O)c2ccccc2-3)cc1
 : -30	-44	-154	-0.1	-22	6	-69	0.3	11	-126	44
CCCOc1ccc(C(=O)NCCC(=O)NCCCC(=O)O)cc1
 : 13	4	2	0.2	5	-1	-1	0.0	-2	-5	-1
CC(=O)Nc1ccc(NC(=O)CSc2nccn2Cc2ccco2)cc1
 : -56	-6	-38	-0.4	-9	-2	-11	-0.2	7	-16	-14
CC(=O)Nc1ccc(CN(C)c2c(C)nc3ccc(C(=O)NC4CCN(Cc5ccccc5)CC4)cn23)cc1
 : -5	-2	0	-3.0	x	x	-16	-0.3	-11	-34	6
CC1(C(=O)NCc2ccc(Cl)cc2)CCN1C(=O)Cc1cccc2ccccc12 (stereo not drawn)
 : 19	-37	15	-0.8	x	x	15	0.0	18	-11	-4
COc1ccc(CN(C)S(=O)(=O)c2nnc(NC(=O)c3cccc(F)c3)s2)cc1
 : -18	-45	14	0.0	0	2	8	0.0	4	-25	42
CCOC(=O)/C(C#N)=C/c1c(Oc2cccc(C)c2)nc2c(C)cccn2c1=O
 : 15	-14	43	-0.2	4	0	-19	0.1	4	-9	-1
COCCCNC1CS(=O)(=O)CC1O (stereo not drawn)
 : 16	-17	-6	-0.2	4	-2	-6	-0.1	-10	7	15
Cc1ccc(-c2c3c(=O)n(C)c(=O)n(C)c3cn2Cc2ccccn2)cc1
 : 14	7	2	-0.9	-1	-2	-15	0.0	-3	-3	1

Results in Peg3 prom inh, Shn3 3UTR inh and KKLEB cytotox, for some of the entries so far:
structure	Peg3 prom inh	Shn3 3UTR inh	KKLEB cytotox
CC1(C(=O)NCc2ccc(Cl)cc2)CCN1C(=O)Cc1cccc2ccccc12 (stereo not drawn)	15	-37	18
COc1ccc(CN(C)S(=O)(=O)c2nnc(NC(=O)c3cccc(F)c3)s2)cc1	14	-45	4
CCOC(=O)/C(C#N)=C/c1c(Oc2cccc(C)c2)nc2c(C)cccn2c1=O	43	-14	4
COCCCNC1CS(=O)(=O)CC1O (stereo not drawn)	-6	-17	-10

(further entries)
Below each compound: HIF-2a inh	Shn3 3UTR inh	Peg3 prom inh	hiPSC survival	MITF TRPM1 inh	NR2E3 ag-2	TWEAK-Fn14 inh	aDG glyco up	KKLEB cytotox	NR2E3 ag-1	CF NFkB block
CCOc1nc(NCCc2ccc(OC)c(OC)c2)nc(N2CCN(c3ccc(OC)cc3)CC2)n1
 : 13	13	4	-1.0	-14	-1	19	-0.4	-26	-10	16
Cc1ccc(OCC(=O)Nc2ccc(N3CCN(C(=O)c4ccco4)CC3)cc2)c(C)c1
 : 9	54	24	1.6	4	-2	12	0.8	8	-28	-26
Cc1ccc(C(=O)NCC(=O)OCC(=O)Nc2ccc(Cl)cn2)cc1
 : 2	-3	10	-0.4	3	-1	-4	0.4	2	-2	-6
COc1ccc(NC(=O)c2ccc(S(=O)(=O)C(F)F)cc2)c(OC)c1
 : -11	-8	-14	-0.5	-1	-2	-12	0.0	0	-3	5
Cc1ccc(NC(=O)Nc2cccnc2)cc1Cl
 : -276	-32	-169	-0.5	-67	x	-6	-0.1	-3	-59	4
CCN(c1ccccc1)S(=O)(=O)c1ccc(NC(=S)NC(=O)c2cccs2)cc1
 : 9	39	24	-2.1	7	-2	31	-0.1	7	-11	1
C=CCNC(=O)c1cc(-c2ccccc2O)on1
 : -362	-38	-281	-2.8	x	5	-28	0.4	12	-51	-20
Cc1cccc(N(CC(N)=O)S(C)(=O)=O)c1C
 : 15	-16	4	0.4	-2	3	-8	-0.1	7	-22	3
CC(=O)C(Cc1ccccc1)(Cc1ccccc1)C(C)=O
 : 9	-23	14	-0.5	3	2	1	0.0	-1	-37	8
c1cc(CNc2ccc3c(c2)OCCO3)ccn1
 : 28	x	-7	3.2	10	-4	81*	-0.3	3	62	-12
